# Rac1 GTP hydrolysis = MgcRacGAP GTPase-activating activity inhibitors, confirmation, biochemical, ADP Hunter fluorescence | AID 624330 | actives 0.6% (n = 340,000) | inhibition, % at 30 µM, or IC50 in µM where a hit was titrated | MgcRacGAP-stimulated Rac1 GTP hydrolysis, ADP Hunter fluorescence; higher % means a stronger effect; GST-tagged Rac1 F28L mutant substrate;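 active = first-screen hits whose inhibition reached a set limit at any dose in the follow-up dose series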;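 note: fluorescence reports GDP produced by GAP-driven GTP hydrolysis; strong numbers were not always called active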
# Starred values were filed as active, the others as inactive.
# The first three entries (preview)
SMILES,Rac1 GTP hydrolysis
COc1cc(OC)cc(C(=O)NC(C(=O)NCc2ccccn2)C(C)C)c1 (centres undefined),4%
Nc1ccccc1SC(CC(=O)c1ccccc1)c1cccc([N+](=O)[O-])c1 (centres undefined),28%
CN(CC(=O)Nc1ccc(Cl)c(Cl)c1)C(=O)C1CCCC1,2%

# This part in full, repeating the preview:
SMILES,Rac1 GTP hydrolysis
COc1cc(OC)cc(C(=O)NC(C(=O)NCc2ccccn2)C(C)C)c1 (centres undefined),4%
Nc1ccccc1SC(CC(=O)c1ccccc1)c1cccc([N+](=O)[O-])c1 (centres undefined),28%
CN(CC(=O)Nc1ccc(Cl)c(Cl)c1)C(=O)C1CCCC1,2%
COc1ccc(C(=O)N/C(=C\c2cn(S(=O)(=O)N(C)C)c3ccccc23)C(=O)N2CCCC2)cc1,12%
Cc1cccc(C(=O)OCC(=O)N2CCCCCC2)c1O,-5%
COc1ccc(C=CC(=O)c2ccc(OC)c(OC)c2)cc1O,6%
Cc1ccc(S(=O)(=O)NN(Cc2ccccc2)Cc2ccccc2)cc1,9%
Cc1ccc(NC(=O)CN(C)C(=O)c2cc(C)on2)cc1,4%
Cn1cc(S(=O)(=O)NC[C@H]2O[C@@H](n3cnc4c(N)ncnc43)[C@H](O)[C@@H]2O)cn1,2%
CCCNc1ncnc2[nH]ncc12,3%
C[C@H]1CN([C@@H](C)CO)C(=O)CCCn2cc(nn2)CO[C@@H]1CN(C)C(=O)Nc1cccc2ccccc12,7%
CC(=O)c1ccc(OCC(=O)OCC(=O)N(CC(C)C)c2c(N)n(Cc3ccccc3)c(=O)[nH]c2=O)cc1,4%
COC(=O)c1cc(OC)c(OC)cc1NC(=O)c1ccc(Br)o1,7%
C[C@@H]1CN([C@H](C)CO)C(=O)CCCn2cc(nn2)CO[C@H]1CN(C)S(=O)(=O)c1ccc(Oc2ccccc2)nc1,7%
Cc1csc(=O)n1CCC(=O)OCC(=O)N(C)c1c(N)n(Cc2ccccc2)c(=O)[nH]c1=O,14%
COc1ccccc1NC(=O)C(C)OC(=O)c1cc2ccccc2[nH]1 (centres undefined),11%
CCNc1nnc(SCC(=O)c2cc(C)n(C3CC3)c2C)s1,13%
O=C(Nc1cccc(S(=O)(=O)N2CCOCC2)c1)C1CCCCN1S(=O)(=O)c1ccccc1 (centres undefined),-1%
CCC(C)C(CO)NCCCn1cnc2c(SC)ncnc21 (centres undefined),18%
O=[N+]([O-])c1ccc(Cl)c(S(=O)(=O)NCCc2ccccn2)c1,1%
Nc1c(N(CCCO)C(=O)C2CCCCC2)c(=O)[nH]c(=O)n1Cc1ccccc1,7%
C[C@H]1CN([C@@H](C)CO)C(=O)c2cc(C#Cc3cccnc3)cnc2O[C@H]1CN(C)Cc1ccc(F)cc1,-9%
C[C@@H](NC(=O)c1nc[nH]c1C(=O)N1CCN(c2ccccc2)CC1)c1ccccc1,12%
O=C(Nc1ccc2c(c1)CN(C(=O)Nc1ccc(F)cc1)CC2)c1ccccn1,16%
CNC(=O)C1CC(=O)N(c2ccc(OCC(=O)Nc3ccc(OC)cc3)cc2)C1 (centres undefined),7%
S=C(Nc1cccc2ccccc12)Nc1cccc2ccccc12,4%
CC1(C)Cc2c(sc(NC(=O)Cc3ccccc3)c2C#N)C(C)(C)N1,11%
COc1cc(C(=O)NNC(=O)COc2ccc(Br)cc2)ccc1OCC(=O)N1CCOCC1,4%
Cc1ccc2c(=O)n3c(nc2c1)C(Cc1ccc(O)cc1)NC(=O)c1cc2ccccc2cc1-3 (centres undefined),6%
O=C(COC(=O)c1ccc[nH]c1=O)NCCC1=CCCCC1,-3%
CCN(CC(=O)NCc1ccc(Cl)cc1)C(=O)c1sccc1C,6%
Cc1cccc(NC(=O)c2ncn3c2C(=O)N[C@@H](C)C3)c1,13%
Cc1ccc(S(=O)(=O)N2[C@@H](c3ccc(C(C)(C)C)cc3)C(C(=O)O)=CC[C@H]2c2ccc(C(C)C)cc2)cc1,4%
CC(NC(=O)c1ccc2c(=O)n3c(nc2c1)CCCCC3)c1ccccc1 (centres undefined),13%
O=C(C1CCN(S(=O)(=O)c2cccc3cccnc23)CC1)N1CCN(Cc2ccccc2)CC1,3%
O=C(CN1CCN(c2ccccc2O)CC1)NC(=O)NCc1ccccc1,2%
NC(=O)c1ccsc1NC(=O)COC(=O)CCc1ccccc1,8%
C[C@H](NC(=O)c1ccco1)C(=O)Nc1nnc(SCc2ccccc2)s1,7%
O=C(CCNC(=O)c1ccc(Cl)cc1)Nc1nc2ccccc2[nH]1,5%
O=C(Cc1cccc2ccccc12)NCC(=O)N1CCN(CC(=O)Nc2ccc(F)cc2)CC1,14%

# Ordered by length of the SMILES (smallest number first): some entries from above.
SMILES,Rac1 GTP hydrolysis
NC(=O)c1ccsc1NC(=O)COC(=O)CCc1ccccc1,8%
CC(NC(=O)c1ccc2c(=O)n3c(nc2c1)CCCCC3)c1ccccc1 (centres undefined),13%
O=C(Cc1cccc2ccccc12)NCC(=O)N1CCN(CC(=O)Nc2ccc(F)cc2)CC1,14%
Cc1ccc(S(=O)(=O)N2[C@@H](c3ccc(C(C)(C)C)cc3)C(C(=O)O)=CC[C@H]2c2ccc(C(C)C)cc2)cc1,4%

# Next section:
SMILES,Rac1 GTP hydrolysis
CCc1cc(C(=O)Nc2cc(S(=O)(=O)N3CCCCC3)ccc2N2CCN(C)CC2)sc1C,4%
CCC1(c2ccccc2)NC(=O)N(CC(=O)NNC(=O)COc2ccc(Cl)cc2C)C1=O (centres undefined),3%
O=C(NOCc1ccccc1)OCc1ccccc1,-7%
COc1ccccc1NS(=O)(=O)c1cc(NC(=O)CN2C(=O)NC3(CCCCC3)C2=O)ccc1C,6%
COc1ccc(C(CNC(=O)CN2C(=O)NC(C)(c3ccc4ccccc4c3)C2=O)N2CCCC2)cc1 (centres undefined),3%
O=C(O)CC(c1ccccc1)c1ccc2c(c1)OCO2 (centres undefined),17%
CCc1ccc([C@H]2C(C(=O)O)=C[C@@H](C(C)(C)C)N2S(=O)(=O)c2ccc(C)cc2)cc1,0%
CN(C(=O)c1cccc(S(=O)(=O)N2CCOCC2)c1)c1c(N)n(Cc2ccccc2)c(=O)[nH]c1=O,2%
CCOc1ccc(S(=O)(=O)NCCC(=O)NCC(c2ccco2)N2CCCCC2)cc1 (centres undefined),4%
CCc1noc(C)c1C(=O)OCC(=O)Nc1ccccc1SC,5%
CC/C=C(/NC(C)=O)c1ccccc1,4%
NC(=O)c1ccc(OCc2ccccc2)nc1,-2%
C(#CSCc1ccccc1)SCc1ccccc1,7%
O=[N+]([O-])c1ccc(NN=Cc2ccccc2O)nc1,3%
c1ccc(-c2cn3ccccc3n2)cc1,6%
CC1CCN(C(=O)CN2C(=O)NC(C)(c3ccc4ccccc4c3)C2=O)CC1 (centres undefined),2%
CN1CCN(c2ccc(S(=O)(=O)N3CCOCC3)cc2NC(=O)Cc2ccccc2F)CC1,4%
O=C(Nc1ccccc1)OCCc1ccccn1,4%
Cc1ccc(S(=O)(=O)CCC(=O)OCC(=O)NC(C)c2ccccc2)cc1 (centres undefined),8%
O=C(CNC(=O)c1ccc(Cl)cc1Cl)OCC(=O)N1CCCC1,-1%

# As entered above.
# For Rac1 GTP hydrolysis, `Cc1ccc(NC(=O)CN(C)C(=O)c2cc(C)on2)cc1` shows 4%
# For Rac1 GTP hydrolysis, `C[C@@H](NC(=O)c1nc[nH]c1C(=O)N1CCN(c2ccccc2)CC1)c1ccccc1` shows 12%
# For Rac1 GTP hydrolysis, `CN1CCN(c2ccc(S(=O)(=O)N3CCOCC3)cc2NC(=O)Cc2ccccc2F)CC1` shows 4%
# For Rac1 GTP hydrolysis, `C[C@@H]1CN([C@H](C)CO)C(=O)CCCn2cc(nn2)CO[C@H]1CN(C)S(=O)(=O)c1ccc(Oc2ccccc2)nc1` shows 7%

# Continued.
SMILES,Rac1 GTP hydrolysis
O=C1NN(CCO)C(=S)Nc2ccccc21,2%
CCN(CC)c1ccc(C(=O)NNC(=O)C2CCN(c3ncnc4sc(C)c(C)c34)CC2)cc1,15%
COc1ccc(C(C)(C)C)cc1NC(=O)COC(=O)CN1C(=O)NC2(CCCCC2C)C1=O (centres undefined),-2%
CC(C)=CC(=O)N1CCC(Oc2cccc(C(=O)NCc3ccccn3)c2)CC1,7%
CN(C(=O)c1ccccc1C(=O)OCC(=O)c1ccccc1)c1ccccc1,8%
COc1ccc(NC(C)=O)cc1S(=O)(=O)N1CCn2cccc2C1C (centres undefined),-3%
CCN(CC)C(=O)C1=C(C)N(CCC2=CCCCC2)C(=O)C(CC(=O)NCCc2ccccn2)C1 (centres undefined),13%
COc1cc2c(cc1OC)CN(C(=O)c1ccc(OC)c(S(=O)(=O)N3CCCC3)c1)CC2,5%
O=C(COC(=O)CCc1nc2ccccc2c(=O)[nH]1)Nc1ccc(OC(F)(F)F)cc1,2%
CCN(Cc1ccccc1)c1ccccc1,6%
O=C1CCCCC1CCc1ccncc1 (centres undefined),0%
COC(=O)c1c(C(=O)c2ccc(Br)cc2)n(C)c2ccccc12,-2%
CC1(c2ccc3c(c2)OCCCO3)NC(=O)N(CC(=O)Nc2cccc(C#N)c2)C1=O (centres undefined),3%
O=C(NC1CCCCC1)c1cc(C2CC2)nn1-c1ccccc1,18%
CC(C)CC1C(=O)N(Cc2cn(CC3CCCCC3)nn2)CCS(=O)(=O)N1Cc1ccc(-c2ccncc2)cc1 (centres undefined),12%
COc1cccc(NC(=O)COC(=O)c2ccc3c(c2)OCCO3)c1,1%
CCCCCCN1C[C@H](O)[C@@H](n2cc(COC(=O)c3ccccc3)nn2)C[C@@H]1c1ccccc1,14%
CN(CC(=O)Nc1ccccc1C(=O)NC1CC1)Cc1ccco1,17%
CN(CC(=O)Nc1cc(S(=O)(=O)N2CCCCCC2)ccc1Cl)Cc1ccc2c(c1)OCO2,4%
Cn1c(C=O)c(C#Cc2ccccc2)c2ccccc21,4%
CC(OC(=O)c1ccccc1C(=O)O)c1ccccc1 (centres undefined),-3%
S=C(NN=Cc1ccccn1)Nc1ccccn1,10%
Cc1cc(C(=O)N2CCC(C(N)=O)CC2)c(C)o1,4%
COc1cc(-c2noc(C)c2C(=O)NCCc2cccs2)cc(OC)c1OC,11%
Cc1ccc(-c2ccc3c(c2)O[C@H](CN(C)C(=O)CC2CC2)[C@H](C)CN([C@@H](C)CO)S3(=O)=O)cc1,-12%
COc1ccc(N2CCN(C(=O)COC(=O)c3ccc(OC(F)F)cc3)CC2)cc1,5%
COc1ccccc1-c1cccc([C@@H]2C[C@H]3[C@H](CON3C)CN2C(C)=O)c1,4%
Cc1oc2nc(SCC(=O)NC3CCCCC3)nc(N)c2c1C,-5%
O=C(O)c1ccc(OS(=O)(=O)c2ccc(Cl)s2)c(Cl)c1,1%
COc1ccc(NC(=O)Cn2c([N+](=O)[O-])cnc2C)c(OC)c1,11%
C=CC[C@@H](CC(=O)N(CCO)Cc1ccccc1)C(=O)N[C@@H](COC(=O)[C@H](CC=C)CC(=O)OC(C)(C)C)Cc1c[nH]c2ccccc12,7%
COc1ccc(-c2sc3cc4c(cc3c2-c2ccc3c(c2)OCCO3)OCO4)cc1,5%
Cn1cccc1C(=O)NC(=O)COC(=O)c1ccc(S(C)(=O)=O)c([N+](=O)[O-])c1,-1%
Cc1cnc(NC(=O)c2ccc(F)c(S(=O)(=O)N3CCOCC3)c2)s1,4%
O=C(NCc1ccc(Cl)cc1)[C@@H]1CCCN1S(=O)(=O)c1ccc(Cl)cc1,0%
COc1ccc(CNC(=O)CN2C(=O)NC(c3ccccc3)(c3ccccc3)C2=O)cc1OC,2%
CCCCCC1C(C(=O)OCC)C(=O)NC1(C(=O)OCC)C(=O)OCC (centres undefined),-1%
CN(C(=O)c1ccc(NC(=O)C2CCCN(C(=O)OC(C)(C)C)C2)cc1)C1CC1 (centres undefined),-2%
O=C(NCC1CC1)c1cccc2c1C(=O)c1ccc(-c3ccc(OC(F)(F)F)cc3)cc1S2(=O)=O,3%
Fc1ccc(-c2nc3ccc(Cl)cn3c2Cc2ccccc2)cc1,17%
CC(=O)c1ccc(OCCCC(=O)NCc2nnc3ccccn23)cc1,3%
CC(=O)NC(CCC(=O)O)C(=O)O (centres undefined),2%
CC1CN(C(=O)/C=C/c2cccc([N+](=O)[O-])c2)CC(C)O1 (centres undefined),5%
O=C(CCc1nc(-c2ccc(Cl)cc2)no1)OCc1ccc(Br)cc1,6%
COC(=O)c1ccc(/C=C/c2c(-c3ccc(OC)cc3)sc3ccccc23)cc1,9%
COc1ccc(-c2cc(C(=O)N3CCN(c4ncccn4)CC3)c3ccccc3n2)cc1OC,6%
Cc1noc(C)c1NC(=O)Nc1cccc2c1O[C@H](CN(C)C(=O)Nc1ccc3c(c1)OCO3)[C@@H](C)CN([C@H](C)CO)C2=O,3%
CCOC(=O)c1ccc(S(=O)(=O)n2c(=O)oc3ccccc32)cc1,6%
O=C(CN1C(=O)NC2(CCc3ccccc32)C1=O)Nc1cccc(Cl)c1 (centres undefined),6%
O=C(NNC(=O)c1csc(N2CCOCC2)n1)c1ccc(=O)[nH]c1,6%

# Further records:
SMILES,Rac1 GTP hydrolysis
O=C(COC(=O)c1ccc(Br)o1)NCc1ccc(F)cc1,2%
O=S(=O)(Oc1ccccc1-c1ccccc1)c1ccccc1,1%
Cc1ccc(C)c(NC(=O)CN(C)C(=O)c2ccccc2OCc2c(C)noc2C)c1,1%
COc1ccc(NC(=O)CN2c3cccc4cccc(c34)S2(=O)=O)cc1OC,13%
COC(=O)c1ccc(C)cc1,8%
CN(CC(=O)Nc1cccc(F)c1)C(=O)CN1c2cccc3cccc(c23)S1(=O)=O,7%
Cc1ccc(S(=O)(=O)N2CCCCC2)cc1NC(=O)COC(=O)C1(C)CC1(Cl)Cl (centres undefined),5%
CS(=O)(=O)c1ccc(NC(=O)C2CCCN(C(=O)c3ccc(Cl)cc3)C2)cc1 (centres undefined),8%
Nc1nc(SCC(=O)c2c(N)n(C3CC3)c(=O)[nH]c2=O)n[nH]1,6%
CC(=O)c1ccc(N2CCN(C(=O)c3ccc(C(=O)c4ccccc4)cc3)CC2)cc1,-1%
Cc1ccccc1NC(=O)CON=C(N)c1ccccc1,-3%
O=C(CCNC(=O)c1ccc([N+](=O)[O-])cc1)NCC1COc2ccccc2O1 (centres undefined),3%

# This is a subset; the hit share may differ from the screen's.
